# High-throughput results: PubChem BioAssay, National Center for Advancing Translational Sciences (NCATS)
# KCNH2 3.1 block = blocks the human KCNH2 3.1 channel isoform. activity change, % (tested at about 1.8 µM). hit rate 0.95% among 340,000. AID 720553. U2OS KCNH2 3.1, thallium flux FluxOr; hits give low values;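 active = maximum activity change below -70%; inconclusive = maximum activity change from -70% to -50%; inactive = maximum activity change above -50%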;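 also: thallium influx rate constant from kinetic fluorescence after stimulation buffer; % is scaled to controls: 0 for no effect and ±100 for the full control effect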
#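 Kinetic fluorescence (2 min after stimulation buffer) measures Tl+ influx through KCNH2 3.1 expressed by viral transduction in U2OS cells; the rate constant is normalized against DMSO controls serving as positive and negative references.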
# MLL CXXC-DNA inh = inhibitors of human MLL CXXC domain-DNA interaction; AID 2662; MLL-CXXC / FITC-HOXA9 DNA fluorescence polarization; Potency, µM (top dose mostly 115 µM), for inactives: at the top dose activity change, negative = inhibition, actives largely listed as inhibitors; Q03164; hit rate 0.037% among 290,000; active = well fitted inhibition curve with a large enough effect in the polarisation, with a control signal flat, not every such curve was filed as active; inconclusive = small, poorly fitted or top-dose-only effect, or effect the other way, or a change in a side signal; inactive = no such curve, though single readings can be large or run the other way; the % refers to the polarisation; also: potency is read from the fitted curve at half-maximal effect
#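 Purified MLL-CXXC (added from a 7 uM solution) was preincubated 5 min at ambient with pinned compounds in 50 mM Tris-HCl pH 7.5, 50 mM NaCl, 1 mM DTT, 0.05% BSA. Fluorescein-labeled HOX-A9 DNA (50 nM solution) followed, 30 min, then polarization read.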
# Integrin act MD = integrin-mediated muscular dystrophy alleviation activation; hit rate 0.064% among 350,000; Potency, µM (series often up to 38.3 µM), inactives show top-dose activation, usual class: activators; alpha7betagal myoblasts, beta-gal FDG fluorescence, 48 h;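 also: potency is read from the fitted curve at half-maximal effect; 100% = response of the positive control SU9516; nearly all actives have a fitted effect of over 60% in size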
#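 alpha7betagal+/- myoblasts (passage 13, 250/well) treated 48 h at 37C with compounds at 1:260 dilution of DMSO stock. Lysed, then beta-galactosidase activity read as FDG fluorescence (ex 480/em 540) after 30 min, with pre-read for autofluorescence.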
# A-T KAP1 phos = candidate therapy for ataxia-telangiectasia. […] A-T fibroblasts, KAP-1 phosphorylation AlphaLISA; neocarzinostatin DNA damage 30 min before lysis. hit rate 0.19% among 320,000. Potency, µM (highest dose often 57.5 µM), for the others: at the highest dose activation, usual class: activators. AID 485349; also: potency is read from the fitted curve at half-maximal effect; % of control where 0% means no effect; nearly all actives have a fitted effect of over 45% in size
#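 ATM-like activity read as KAP-1 phosphorylation via AlphaLISA donor/acceptor antibody pairs after lysis and 6 hr at 25C. Cells were ATM-null patient fibroblasts ([…], hTERT), dosed 60 min, then exposed to the DSB inducer NCS for 30 min.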
# MBNL1-CUG inh = inhibitors of human MBNL1 binding to CUG repeat RNA; TR-FRET MBNL1-His/biotin-(CUG)12 binding, 665/545 ratio; Potency, µM (top dose mostly 57.5 µM), for inactives: top-dose activity change, negative = inhibition, most hits filed as inhibitors; hit rate 0.036% among 280,000; active = well fitted inhibition curve with a large enough effect in the signal ratio, with a control signal flat, not every such curve was filed as active; inconclusive = small, poorly fitted or top-dose-only effect, or effect the other way, or a change in a side signal; inactive = no such curve, though single readings can be large or run the other way; the % refers to the signal ratio; also: potency is read from the fitted curve at half-maximal effect; % is scaled to controls: 0 for no effect and ±100 for the full control effect
# Target sequence (Q9NR56 whole entry, looked up): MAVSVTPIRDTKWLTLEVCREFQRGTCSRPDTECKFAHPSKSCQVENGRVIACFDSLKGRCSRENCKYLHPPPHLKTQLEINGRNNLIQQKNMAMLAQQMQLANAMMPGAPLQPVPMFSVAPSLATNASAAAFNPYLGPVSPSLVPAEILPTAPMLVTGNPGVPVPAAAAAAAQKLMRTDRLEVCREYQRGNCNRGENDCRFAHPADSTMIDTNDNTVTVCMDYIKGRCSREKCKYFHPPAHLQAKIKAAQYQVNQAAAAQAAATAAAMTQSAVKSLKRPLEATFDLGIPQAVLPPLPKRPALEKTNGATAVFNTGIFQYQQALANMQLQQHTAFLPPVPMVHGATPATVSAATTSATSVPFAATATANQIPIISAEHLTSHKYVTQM
#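 TR-FRET readout: Ex 340 nm, 665/545 nm emission ratio, normalized to buffer-only (basal) and MBNL1-(CUG)12 controls. Complex of MBNL1-His with Biotin-(CUG)12, compounds 92 nM–58 uM, incubated 60 min at room temperature.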
# S-ASM inh = inhibitors of human secretory acid sphingomyelinase; Potency, µM (top dose mostly 57.5 µM), without a hit: at the highest dose activity change, negative = inhibition, hits mostly inhibitors; AID 504937; hit rate 0.006% among 340,000; placental ASM, HMU-PC fluorogenic substrate, 60 min; also: potency is read from the fitted curve at half-maximal effect
# Target sequence (P17405 47-631 limits assumed): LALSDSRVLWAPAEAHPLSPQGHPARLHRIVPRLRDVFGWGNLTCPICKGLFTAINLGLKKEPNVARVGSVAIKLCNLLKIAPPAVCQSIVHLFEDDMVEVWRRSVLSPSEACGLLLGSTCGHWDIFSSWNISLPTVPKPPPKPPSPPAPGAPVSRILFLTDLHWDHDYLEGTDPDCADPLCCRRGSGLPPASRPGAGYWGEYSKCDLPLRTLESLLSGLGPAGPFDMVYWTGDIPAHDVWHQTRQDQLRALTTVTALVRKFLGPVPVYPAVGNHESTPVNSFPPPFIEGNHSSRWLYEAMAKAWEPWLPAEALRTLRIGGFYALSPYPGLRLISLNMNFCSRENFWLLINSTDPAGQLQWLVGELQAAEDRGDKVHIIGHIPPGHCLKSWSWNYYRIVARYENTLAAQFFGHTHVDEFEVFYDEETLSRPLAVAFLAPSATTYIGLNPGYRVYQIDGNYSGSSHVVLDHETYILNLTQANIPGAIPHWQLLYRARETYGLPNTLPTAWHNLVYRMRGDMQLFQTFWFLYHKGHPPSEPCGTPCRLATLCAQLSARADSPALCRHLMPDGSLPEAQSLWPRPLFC
#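 Fluorogenic HMU-PC substrate (9 uM final) is turned over by placental ASM in 60 min at 37 C after a 10 min compound preincubation. Reaction ended by alkaline stop (pH 10), with fluorescence read at 386/447 nm.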
# GALK inhibitor = galactokinase (human) inhibition; hit rate 0.007% among 270,000; P51570; Potency, µM (series often up to 57.5 µM), for inactives: at the top dose activity change, negative = inhibition, most hits filed as inhibitors; AID 1868; Purified GALK, Kinase-Glo residual ATP luminescence; also: potency is read from the fitted curve at half-maximal effect; % is scaled to controls: 0 for no effect and ±100 for the full control effect
#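 ATP-depletion format; final 35 uM ATP, 100 uM D-galactose, 5 nM enzyme; pH 8.0 HEPES/Mg2+ buffer; 60 min RT; luminescence read 10 min after detection reagent.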
# TRPV1 agonist = activates the human vanilloid receptor TRPV1; Q8NER1; TRPV1-expressing cells, Fluo-8 calcium influx, agonist mode; hit rate 0.19% among 320,000; activation, % at 8.33 µM; AID 540275; in the data active = activation above about 80%; inconclusive = between about 30% and that limit; also: 0% is about no effect
#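 Fluo-8 calcium influx in TRPV1-expressing cells, kinetic read (ex 480/em 520 nm). Compound added and read 3 min for agonist activity, followed by capsaicin at EC20 final and 2 min further read for enhancement.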
# KCNH2 WT inh = blocks the wildtype human KCNH2 potassium channel | Q12809 | U2OS, BacMam KCNH2, thallium flux FluxOr; hits give low values | activity change, % at 1.84 µM | hit rate 0.37% among 340,000 | AID 720551;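 active = maximum activity change below -70%; inconclusive = maximum activity change between -70% and -50%; inactive = maximum activity change above -50%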; also: % is scaled to controls: 0 for no effect and ±100 for the full control effect
#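 U2OS cells transduced with wild-type KCNH2 virus are loaded with FluxOr dye for 45 min, and thallium flux is measured in kinetic reads before and after stimulation buffer. Rate constants are normalized to DMSO controls.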
# FBPA coupling cs = counter-screen for Giardia aldolase inhibitors: coupling enzyme system; coupling enzyme system counterscreen, AmpLite Red fluorescence; activity change, negative = inhibition, % at 58.2 µM, hits read low; hit rate 0.67% among 290,000; AID 2472; in the data active = activity change below about -30%; also: % is scaled to controls: 0 for no effect and ±100 for the full control effect
#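 Counterscreen lacking aldolase: glyceraldehyde-3-phosphate coupling-enzyme reagent preincubated 10 min at RT with compound (at 57.5 uM final), then substrate/coupling system with AmpLite Red added; fluorescence read at 525/598 nm after 20 min RT.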
# An asterisk follows results filed as active; i = inactive; ? = inconclusive; / = not tested or not shown; [ ] = remark or other dose. Unless noted, calls follow the shape of the dose curve; as a rule, active = well fitted curve in the direction sought with a large enough effect; inconclusive = small, poorly fitted or top-dose-only effect, or another doubt; inactive = no such curve, though single readings can be large; an effect the other way counts as inactive or inconclusive. No enrichment for hits; about 2% have a hit in one of these screens.
SMILES,KCNH2 3.1 block,MLL CXXC-DNA inh,Integrin act MD,A-T KAP1 phos,MBNL1-CUG inh,S-ASM inh,GALK inhibitor,TRPV1 agonist,KCNH2 WT inh,FBPA coupling cs
CC(=O)c1oc2ccccc2c1N,-8,5%,-8%,6%,28%,8%,1%,0,-12,0
CCOC(=O)c1ccc(NC(=O)N2CCN(C3CCCCC3)CC2)cc1,10,1%,17%,0%,-3%,1%,-3%,13,34,0
CNC(=O)c1ccsc1NC(=O)CS(=O)(=O)c1ccc(Cl)cc1,-13,7%,-14%,12%,-3%,4%,-2%,1,-2,/
O=C(CN1CCN(c2ccc(F)cc2)CC1)OCc1ccccc1,-8,-4%,14%,0%,0%,3%,3%,14,14,3
CC(=O)N[C@@H](Cc1c[nH]c2ccccc12)C(=O)NCCc1ccc(S(N)(=O)=O)cc1,-17,37%[activator],-6%,16%,-8%,10%,0%,0,-6,6
CC(=O)c1cccc(NC(=S)N2CCN(CCN3C(=O)c4cccc5cccc(c45)C3=O)CC2)c1,-20,-2%,-10%,-3%,32%[activator],-1%,1%,3,-1,-1
O=C(c1ccc(Br)o1)N(c1ccc(Br)cc1)C1C=CS(=O)(=O)C1 (stereo not given),?,-1%,15%,12%,2%,0%,0%,-5,7,5
O=C(c1ccc2c3c(cccc13)CC2)C1CCCN(C(=O)c2cc[n+]([O-])cc2)C1 (stereo not given),-5,1%,12%,0%[11.5 µM],?,11%,-1%,-3,-17,0
CCOC(=O)C1=C(CS(=O)(=O)c2ccc(F)cc2)NC(=O)NC1c1cc(OC)c(O)c(OC)c1 (stereo not given),22,1%,5%,4%,4%,0%,1%,-5,1,1
N#CC1=C(N)NC(SCC(=O)c2ccc(Br)cc2)=C(C#N)C12CCCCC2,1,-2%,-2%,-20%,4%,?,/,9,-1,-2
Cn1c(SCC(=O)O)nc2sc3c(c2c1=O)CCC3,4,4%,0%,-7%,-2%,6%,6%,2,6,8
Cc1ccc(CNC(=O)[C@H](Cc2ccccc2)NC(=O)C2CCNCC2)cc1,9,7%,?,1%,-6%,8%,/,-1,-9,2

# Copied from the entries so far for reference:
SMILES,KCNH2 3.1 block,MLL CXXC-DNA inh,Integrin act MD,A-T KAP1 phos,MBNL1-CUG inh,S-ASM inh,GALK inhibitor,TRPV1 agonist,KCNH2 WT inh,FBPA coupling cs
CCOC(=O)C1=C(CS(=O)(=O)c2ccc(F)cc2)NC(=O)NC1c1cc(OC)c(O)c(OC)c1 (stereo not given),22,1%,5%,4%,4%,0%,1%,-5,1,1
N#CC1=C(N)NC(SCC(=O)c2ccc(Br)cc2)=C(C#N)C12CCCCC2,1,-2%,-2%,-20%,4%,?,/,9,-1,-2
Cn1c(SCC(=O)O)nc2sc3c(c2c1=O)CCC3,4,4%,0%,-7%,-2%,6%,6%,2,6,8
Cc1ccc(CNC(=O)[C@H](Cc2ccccc2)NC(=O)C2CCNCC2)cc1,9,7%,?,1%,-6%,8%,/,-1,-9,2

# Further records
SMILES,KCNH2 3.1 block,MLL CXXC-DNA inh,Integrin act MD,A-T KAP1 phos,MBNL1-CUG inh,S-ASM inh,GALK inhibitor,TRPV1 agonist,KCNH2 WT inh,FBPA coupling cs
CCOc1ccccc1NC(=O)C(CC(C)C)NC(=O)C1CCC(C)CC1 (stereo not given),-2,-15%,22%,/,1%,-2%,1%,?,-1,2
COc1ccc(C(CC(=O)Nc2nccs2)C(C)C)cc1 (stereo not given),0,3%,-9%,9%,-7%,-1%,-1%,-2,3,-1
Cc1ccsc1CN(C)CC(=O)NCC(=O)Nc1ccc(F)c(F)c1F,13,/,10%,22%,/,1%,/,/,-2,/
CC1CCCCN1C(=O)c1ccc(OC2CCN(S(=O)(=O)N(C)C)CC2)cc1 (stereo not given),7,5%,-42%,1%,6%,0%,13%,0,-6,0
O=C(O)c1ccc(NC(=O)c2ccc(COc3ccccc3)o2)cc1,3,15%,-8%,1%,-3%,2%,/,-5,4,3
CC(C)OCCCN(C)C1CCN(S(=O)(=O)c2ccc(-c3ccc(=O)[nH]n3)s2)CC1,-5,-10%,15%,0%,?,0%,7%,-2,2,-5
Cc1ccc2cc(CN(C(=O)c3ccco3)c3cccc(C)c3C)c(=O)[nH]c2c1,7,-15%,-11%,-1%,-6%,-2%,-1%,4,30,1
CNC(=O)C(=O)NCC1OCCCN1S(=O)(=O)c1ccc2c(c1)OCCO2 (stereo not given),-10,48%[activator],-10%,26%,-4%,3%,-5%,-5,-5,/
COc1ccc(CCNC(=O)CC2SC(=NCCC(C)C)NC2=O)cc1OC (stereo not given),-14,0%,-23%,-3%,-15%,3%,4%,-3,7,0
C[C@H](NC(=O)c1[nH]cnc1C(=O)Nc1nccs1)c1ccccc1,-5,/,11%,5%,/,1%,/,3,-7,/
Cc1nn(C)c2ncc(C(=O)c3ccccc3O)cc12,10,-6%,-5%,9%,-3%,22%,0%,-2,-3,1
O=C(Nc1cc(Sc2nc3ccccc3s2)cc([N+](=O)[O-])c1)c1cccc(F)c1F,-25,-1%,-29%,8%,/,-17%,1%,-5,-2,-3

# Look-ups from above.
# In A-T KAP1 phos, O=C(O)c1ccc(NC(=O)c2ccc(COc3ccccc3)o2)cc1 has the entry 1%
# In KCNH2 3.1 block, CC(C)OCCCN(C)C1CCN(S(=O)(=O)c2ccc(-c3ccc(=O)[nH]n3)s2)CC1 has the entry -5
# In TRPV1 agonist, COc1ccc(CCNC(=O)CC2SC(=NCCC(C)C)NC2=O)cc1OC (stereo not given) has the entry -3
# In S-ASM inh, CC1CCCCN1C(=O)c1ccc(OC2CCN(S(=O)(=O)N(C)C)CC2)cc1 (stereo not given) has the entry 0%
# In KCNH2 3.1 block, Cc1ccc2cc(CN(C(=O)c3ccco3)c3cccc(C)c3C)c(=O)[nH]c2c1 has the entry 7

# New compounds follow:
SMILES,KCNH2 3.1 block,MLL CXXC-DNA inh,Integrin act MD,A-T KAP1 phos,MBNL1-CUG inh,S-ASM inh,GALK inhibitor,TRPV1 agonist,KCNH2 WT inh,FBPA coupling cs
COc1cccc(C(=O)Nc2cc3c(cc2C(C)=O)OCCO3)c1,4,1%,-6%,0%,/,102%[activator],3%,12,-8,1
N#C/C(=C\c1ccc(O)c(Br)c1)C(=O)N1CCCCC1,6,?,9%,-9%,12%,5%,1%,-3,0,11
O=C(NCc1ccco1)C(Cc1ccccc1)N1C(=O)C2C3C=CC(C3)C2C1=O (stereo not given),-15,-2%,-25%,0%,-1%,-4%,-4%,7,-1,3
COCCn1c(SCC(=O)NC2CCCCC2)nnc1-c1ccncc1,9,28%,?,4%,-1%,1%,16%,-2,4,1
COc1ccc(Nc2nc(=O)[nH]nc2C)cc1,-14,0%,10%,-1%,0%,4%,0%,0,-32,2
CC1CC(NC(=O)/C(C#N)=C/c2ccc[nH]2)CC(C)(C)C1 (stereo not given),4,-4%,-2%,1%,1%,-2%,-1%,26,-7,-1
Cc1cccc(NC(=O)CSc2nc3c(c(=O)[nH]2)CCCC3)c1C,8,5%,-15%,5%,-4%,1%,0%,0,-1,4
Cc1cc(NS(=O)(=O)c2ccc(NC(=O)CCSc3ccc(F)cc3)cc2)nc(C)n1,-5,-2%,10%,-2%,0%,5%,-2%,3,-3,-1
CCOc1ccc(Nc2nc3c(C)cccc3cc2C#N)cc1,-2,4%,17%,0%,14%,-7%,-2%,-3,29,3
Cc1cc(C(=O)NNS(=O)(=O)c2cccc(Cl)c2)nn1C(C)(C)C,-9,-1%,14%,-3%,3%,2%,-4%,0,2,4
CC1=C(c2ccc(C)cc2)[N+](=O)C(C)(C)N1[O-],3,-7%,0%,4%,10%,6%,0%,4,i,-4
Cc1ccc2c(COC(=O)c3ccc(NC(=O)CC#N)cc3)cc(=O)oc2c1C,5,10%,0%,-1%,-1%,0%,7%,1,5,1
C=CCNC(=O)C1CCN(c2c([N+](=O)[O-])cc(C(F)(F)F)cc2[N+](=O)[O-])CC1,13,4%,19%,3%,21%,3%,1%,18,19,2
CCCN=C1N(CC)C[C@@H]2[C@@H]3C(=O)N(C)C(=O)[C@@H]3[C@](C)(C(=O)OC)N12,-12,/,27%,-2%,/,8%,/,/,6,/
c1ccc(-c2ccccc2OCCCN2CCCCC2)cc1,-22,5%,-47%[inhibitor],5%,-11%,-2%,3%,-1,1,0
Cc1ccc(C(=O)c2cc([N+](=O)[O-])ccc2N2CCCCC2)cc1C,-11,-7%,-9%,-6%,/,-15%,0%,18,-12,-2
